Assay outcomes deposited in PubChem BioAssay by Southern Research Specialized Biocontainment Screening Center.
VEEV TC-83 Vero = inhibitors of VEEV TC-83 cytopathic effect, confirmation, Vero cells (AID 588727); Vero cells, VEEV TC-83 cytopathic effect inhibition; higher % means a stronger effect; inhibition, % at 20 µM; hits with a dose series show IC50 in µM; 350,000 compounds, 0.13% hits; in the data active means a potency from the dose series; inconclusive means inhibition mostly from about 14% at the one dose, without a potency; inactive means the rest, 99 in 100 with inhibition below about 12%; further: strong numbers were not always called active
PhoP GFP inhibition = PhoP regulon inhibitors, Salmonella typhi PhoP promoter GFP reporter, confirmatory (AID 1850); Salmonella Typhi PhoP-promoter GFP reporter, fluorescence, 4 h; higher % means a stronger effect; inhibition, % at 50 µM; hits with a dose series show IC50 in µM; 310,000 compounds, 0.33% hits; in the data active means a potency from the dose series; inconclusive means inhibition mostly from about 25% at the one dose, without a potency; inactive means the rest, 99 in 100 with inhibition below about 19%;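 further: 0% = induced wells with vehicle and 100% = uninduced wells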
M. tuberculosis = growth inhibition of non-replicating M. tuberculosis (AID 488890) | Mycobacterium tuberculosis non-replicating, growth inhibition; higher % means a stronger effect | inhibition, % at 25 µM; hits with a dose series show IC50 in µM | 320,000 compounds, 0.39% hits; in the data active means a potency from the dose series; inconclusive means inhibition mostly from about 82% at the one dose, without a potency; inactive means the rest, 99 in 100 with inhibition below about 76%;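 further: plate controls were DMSO cells for no effect and high antibiotic wells for full effect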
H37Rv inhibition = M. tuberculosis growth inhibition, HTS (AID 449762); M. tuberculosis H37Rv growth inhibition, 7H9 media; higher % means a stronger effect; inhibition, % at 25 µM; hits with a dose series show IC50 in µM; 330,000 compounds, 0.59% hits; in the data active means a potency from the dose series; inconclusive means inhibition above about 70% without an active follow-up result;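 further: bacterial growth assessed after seven days of incubation; strong numbers were not always called active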
H1N1 NS1A inhibition = H1N1 influenza NS1A inhibitors, functional cell based assay (AID 504329) | 340,000 compounds, 0.3% hits | NS1A functional cell-based assay, percent inhibition; higher % means a stronger effect | one-dose inhibition, % at 12.5 µM; IC50 in µM for titrated hits; in the data active means a potency from the dose series; inconclusive means inhibition above about 27% without an active follow-up result; further: strong numbers were not always called active
VEEV TC-83 Vero 10K pilot screen = also measured in VEEV TC-83 Vero; calls as there; inhibition, %; measured here: 10K pilot screen inhibition
Starred values were filed as active, the others as inactive; i = inactive; ? = inconclusive; nt = not tested or not shown. Compounds as they come; 1.5% or so of the library scored in one or more.

SMILES	VEEV TC-83 Vero	PhoP GFP inhibition	M. tuberculosis	H37Rv inhibition	H1N1 NS1A inhibition	others
O=C(Nc1nc2c(s1)CCc1ccccc1-2)c1ccco1	i	1%	57%	11%	-1%
COC(=O)C1=C(C)N(Cc2ccccc2)C(=O)/C1=C\c1ccco1	0.6%	7%	13%	5%	-2%
O=C(c1cc(-c2cccc(Cl)c2)nc2ccccc12)N1CCN(c2ccccn2)CC1	5.0%	-9%	17%	68%	2%
OC(COCC1COc2ccccc2O1)CN1CCCCC1 (stereo not drawn)	0.2%	-11%	-19%	4%	-6%	VEEV TC-83 Vero 10K pilot screen=0.1
Cc1cccc(CN2CCN(CC(=O)O)C2=O)c1	0.7%	nt	nt	nt	2%
C=CCNC(=O)C1CCN(S(=O)(=O)c2cccs2)CC1	1.7%	-3%	-4%	-7%	-1%
O=C(N/N=C/c1ccco1)c1cccc(NC(=O)c2cccc(Cl)c2)c1	4.6%	47%	-2%	1%	-1%
CS(=O)(=O)N(CC(=O)NCc1ccc2c(c1)OCO2)c1ccccc1	6.1%	-1%	-8%	-3%	6%
CCC(C(=O)OCCN(CC)CC)c1ccccc1 (stereo not drawn)	i	2%	3%	1%	-4%
S=c1[nH]nc(-c2ccncc2)n1/N=C/C=C/c1ccccc1	2.0%	0%	-31%	-3%	-4%
Fc1ccc(CCNCc2ccc(Cl)c(Cl)c2)cc1	i	37µM*	54%	-2%	7%
CCOc1ccc(/C=N/NC(=O)C(=O)N2CCCCCC2)c2ccccc12	7.5%	nt	nt	nt	22%
CCN(CC)S(=O)(=O)c1cccc(-c2nnc(SCCOc3ccccc3C)o2)c1	4.6%	-3%	10%	-3%	-2%
CCCCN(CC)CCCNC(=O)c1ccc(CS(=O)(=O)c2ccccc2C)o1	i	6%	-14%	-9%	-1%
O=C(c1cccc(NC2=NC3CS(=O)(=O)CC3S2)c1)N1CCN(c2ncccn2)CC1 (stereo not drawn)	1.0%	-7%	8%	5%	4%
COc1ccc(/C(N)=N/OC(=O)c2ccco2)cc1	1.5%	20%	19%	0%	-10%
CCOC(=O)C1=C(C)N(C)C(=S)NC1c1ccccc1Cl (stereo not drawn)	i	0%	8%	-3%	9%
Cc1cccc2cc(CN(CC3CCCO3)C(=O)c3cnccn3)c(=O)[nH]c12 (stereo not drawn)	i	nt	nt	nt	1%
CCOC(=O)c1c(NC(=O)CCS(=O)(=O)c2ccccc2)sc2c1CC(C)(C)NC2(C)C	11%	7%	79%	-6%	13%
COC(=O)c1c(-n2cnnn2)sc(C)c1C	2.6%	-5%	0%	-3%	5%
O=C(CC1(O)C(=O)N(CCc2ccccc2)c2ccccc21)c1ccco1 (stereo not drawn)	2.0%	0%	32%	2%	-17%
O=Cc1cc([N+](=O)[O-])ccc1N1CCOCC1	0.1%	0%	3%	1%	-1%
CC(C)c1ccccc1	i	nt	-5%	-9%	-15%
c1ccc2sc(C3CCCNC3)nc2c1 (stereo not drawn)	i	-8%	-12%	-2%	16%
O=C(NNC(=O)c1ccccc1-c1ccccc1C(=O)O)c1cccc([N+](=O)[O-])c1	0.2%	6%	14%	7%	1%
SMILES	VEEV TC-83 Vero	PhoP GFP inhibition	M. tuberculosis	H37Rv inhibition	H1N1 NS1A inhibition	others
O=C(CCCNS(=O)(=O)c1cccs1)N1CCc2ccccc2C1	2.7%	-1%	1%	-6%	1%
O=C(OCc1cccc(F)c1)c1ccc2c(=O)n3c(nc2c1)CCC3	4.0%	5%	8.6µM*	?	3%
COc1ccc(C2(CNC(=O)c3ccc(Br)o3)CCOCC2)cc1	i	-8%	7%	-6%	-5%
COc1ccc2oc(=N)c(C(=O)Nc3ccc(C)cc3)cc2c1	i	-1%	70%	-1%	-3%
Cc1cccc2nc(Cn3c(=O)n(CCC(=O)NCc4ccco4)c(=O)c4ccccc43)cc(=O)n12	i	nt	nt	nt	-16%
NC(=O)N1N=C2/C(=C/c3ccccc3)CCCC2C1c1ccccc1 (stereo not drawn)	1.1%	0%	14%	5%	-4%
Cc1ccc(S(=O)(=O)c2nnn3c2nc(N2CCN(c4ccccn4)CC2)c2ccccc23)cc1C	2.3%	5%	-4%	2%	2%
COc1ccc(S(=O)(=O)N/N=C(/C)c2ccco2)cc1	0.1%	4%	1%	8%	11%
CCSc1nnc(-c2cccs2)o1	1.0%	9%	nt	-4%	-24%
CC1CCN(S(=O)(=O)c2ccc([N+](=O)[O-])cc2)CC1	i	2%	15%	8%	-2%
CCOC(=O)C(CC)Sc1nc2c(c(=O)[nH]c(=O)n2C)n1CCc1ccccc1 (stereo not drawn)	7.6%	-9%	32%	1%	9%
Cc1cc(C)n(-c2nc3ccccc3c(=O)n2OCC#N)n1	28%	5%	?	?	17%
CCN(CC)c1ccc(/C=N/N2CCN(c3ccccc3OC)CC2)cc1	0.3%	-2%	7%	2%	17%
CCN(CC)c1ccc(N=Cc2c(O)n(-c3ccc(Cl)cc3)c(=O)[nH]c2=O)cc1	3.4%	-14%	-19%	4%	-1%
O=C(O)COc1ccc(NC(=O)c2cccs2)cc1	0.2%	-8%	3%	-4%	21%
COc1cc(C2=NOC(C(=O)NCc3cccnc3)C2)cc(OC)c1OC (stereo not drawn)	i	1%	-15%	6%	-14%
Cc1cccc(C)c1NC(=O)CSc1ccc([N+](=O)[O-])cn1	0.8%	-9%	-15%	-4%	-9%
CCCn1c(SCC(=O)c2ccc3c(c2)OCCO3)nnc1C(C)C	0.5%	4%	-7%	-2%	26%
COc1cccc(N2C(=O)C3CCCN3C2=S)c1 (stereo not drawn)	0.8%	1%	5%	2%	19%
O=S(=O)(c1ccc(Cl)s1)N1CCN(CCc2ccccc2)CC1	3.5%	3%	-8%	4%	-1%
COc1cccc(/C=N/NC(=O)C(=O)N/N=C/c2cccc(OC)c2OC)c1OC	1.3%	-4%	-6%	16%	1%
CN(CC1CCOCC1)C(=O)CC1C(=O)NCCN1Cc1cccc(C(F)(F)F)c1 (stereo not drawn)	0.6%	nt	nt	nt	5%
COc1ccccc1OS(=O)(=O)c1ccc(NC(C)=O)cc1	2.1%	5%	17%	2%	-6%
O=C(NCc1ccccc1Cl)c1ccc(NC2=NC3CS(=O)(=O)CC3S2)cc1 (stereo not drawn)	1.3%	-2%	-47%	1%	7%	VEEV TC-83 Vero 10K pilot screen=0.0
CC(CC(=O)O)CC1=NS(=O)(=O)c2ccccc2N1 (stereo not drawn)	0.8%	0%	-21%	0%	15%
SMILES	VEEV TC-83 Vero	PhoP GFP inhibition	M. tuberculosis	H37Rv inhibition	H1N1 NS1A inhibition	others
CC(C)(C)C(=O)Nc1ccc(C(=O)CSc2nnc(C3CC3)n2C2CC2)cc1	3.9%	nt	21%	-6%	-2%
Cc1cc(C)c(NC(=O)C2CC3CCC2C3)c(C)c1 (stereo not drawn)	i	-4%	58%	?	-3%
O=C(/C=C/c1ccc(F)cc1)OCC(=O)c1ccc[nH]1	1.3%	nt	64%	-4%	-12%
CCCCn1c(N)c(N(CCOC)C(=O)CSc2nc3ccc(C)cc3[nH]2)c(=O)[nH]c1=O	1.4%	2%	-4%	-2%	0%
CC(=O)Nc1ccc2nc(NC(=O)COc3ccccc3)sc2c1	1.5%	2%	18%	1%	-7%
COc1ccc(S(=O)(=O)N2CCCC(C(=O)NCc3ccccn3)C2)cc1Cl (stereo not drawn)	i	18%	5%	-5%	-2%
Cn1c(SCc2ccccc2C#N)nc2ccccc2c1=O	3.9%	-18%	1%	15%	2%
COc1cc(/C=C2\SC(=S)N(NC(=O)c3ccccc3OC)C2=O)ccc1O	0.1%	6%	-7%	8%	-11%
CC1(C)CC2(CCO1)OC(=O)CC2C(=O)Nc1cccc2ccccc12 (stereo not drawn)	2.1%	-5%	-4%	-3%	-8%
O=C(Nc1ccccc1)c1ccc(S(=O)(=O)NCc2cccnc2)cc1	i	-2%	-11%	1%	10%
Cc1ccc(C)c(OCCCC(=O)Nc2ccccc2C(N)=O)c1	0.4%	-5%	22%	5%	-2%
CC(C(=O)N1CCCC1)N1CCN(S(=O)(=O)c2ccccc2)CC1 (stereo not drawn)	2.8%	nt	-3%	-3%	-4%
Cc1csc2ncnc(N3CCN(C(=S)Nc4ccc(C(F)(F)F)cc4)CC3)c12	9.6%	7%	30%	-4%	nt
CCNc1cc(Nc2c(C)n(C)n(-c3ccccc3)c2=O)c([N+](=O)[O-])c2nonc12	1.5%	-3%	-7%	-3%	-15%
Cc1c(C(N)=O)c(-c2ccccc2)nn1-c1ccccc1	0.7%	-5%	3%	-8%	-3%
c1ccc(-c2nnc(SCc3nc4ccccc4[nH]3)o2)cc1	1.5%	3%	?	13%	-5%
CSc1ncccc1C(=O)OCC(=O)Nc1ccc(C)c(S(=O)(=O)N2CCOCC2)c1	1.3%	nt	6%	-5%	5%
CCOC(=O)C1CCCN(C(=O)c2cnn3c(C(F)F)cc(-c4ccc(C)cc4)nc23)C1 (stereo not drawn)	5.8%	20%	-7%	7%	-22%
CC1=C(C(=O)Nc2ccccn2)C(c2ccc(Br)cc2)n2ncnc2N1 (stereo not drawn)	4.1%	-3%	5%	-6%	0%
Cc1nn(-c2ccccc2)c(C)c1-c1nnc(-c2c(C)nn(-c3ccccc3)c2C)o1	10%	-89%	37%	-2%	-12%
CCCNC(=O)C(Cc1cccc(Cl)c1)NC(=O)c1ccc(C#N)cc1 (stereo not drawn)	i	nt	-7%	-11%	-1%
CCOC(=O)C1=C(C)N=c2s/c(=C/c3cccc(OCC(=O)O)c3)c(=O)n2C1c1ccc(F)cc1 (stereo not drawn)	nt	0%	5%	0%	nt
CCOc1cc(C#N)c(NC(=O)c2ccnn2C)cc1OCC	1.4%	-8%	6%	2%	-5%
N#C/C(=C/c1ccc2c(c1)OCO2)C(=O)Nc1ccc(O)cc1	1.4%	-2%	22%	-13%	2%
Cc1c(Cl)cccc1NC(=O)CNc1cccc(C(F)(F)F)c1	0.6%	1%	57%	3%	0%
CCOC(=O)c1c(C=O)c2ccccc2n1Cc1ccccc1F	i	-5%	-13%	1%	16%
CCN(CC)c1nc(-c2nn[nH]n2)nc(N(CC)CC)n1	1.9%	-14%	27%	1%	-1%
CCNS(=O)(=O)c1ccc(CCC(=O)Nc2ccccc2C(=O)OC)cc1	1.7%	3%	15%	6%	-3%
